Screening data deposited in PubChem BioAssay by several laboratories.
EphB4 antag – EphB4-ephrin-B2 interaction antagonism. P54760. EphB4 LBD / TNYL-RAW-Alexa532 peptide, fluorescence polarization. AID 720. actives 0.15% (n = 97,000). inhibition, % at 7 µM;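 active = inhibition above the screen-wide mean inhibition plus 3 SD, cut at about 15% in these data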;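 note: 0% = DMSO wells and 100% = excess unlabeled TNYL-RAW peptide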
FAK blocker – inhibitors of human focal adhesion kinase | biochemical FAK kinase activity assay | inhibition, %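 (tested at 7 µM)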 | actives 0.84% (n = 97,000) | AID 727; in the data active = inhibition above about 19%;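 note: 0% = DMSO and 100% = reference compound high control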
PTPN22 act – increases human PTPN22 phosphatase activity; Q9Y2R2; recombinant LYP, DiFMUP fluorescence; 0 = plate median, 100 = signal doubled; activation, % at 2 µM; actives 0.11% (n = 96,000); AID 697;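 active = activation at 2 µM above a set limit, the mean plus 5 SD, cut at about 37% in these data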
HIV Rev-RRE inh – HIV Rev-RRE protein-RNA interaction inhibition | P05866 | inhibition, % at 8 µM | Rev peptide-RRE RNA binding, FRET | actives 0.79% (n = 97,000);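 active = inhibition above the screen-wide mean plus 3 SD, cut at about 35% in these data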;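 note: 0% = median DMSO wells and 100% = median Neomycin B control wells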
Target sequence (P05866 whole entry, looked up): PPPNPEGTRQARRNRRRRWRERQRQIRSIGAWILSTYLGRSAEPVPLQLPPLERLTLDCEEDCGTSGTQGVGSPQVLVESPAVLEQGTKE
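Test system – labelled RRE RNA duplex and labelled Rev peptide · Reagent – labelled Rev peptide · Doses – one concentration, 8 µM nominal · Incubation – 5 + 15 min at 25 °C · Signal – FRET fluorescence readout · Read-out basis – % inhibition of FRET ratio versus controls · Control set – DMSO wells as 0% and neomycin B wells as 100% inhibition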
S1P2 antag – antagonists of human S1P2 receptor. O95136. actives 0.21% (n = 97,000). inhibition, % at 5 µM. cell-based S1P2 antagonist assay, inhibition at 5 uM. AID 736; in the data active = inhibition above about 45%;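 note: CRE beta-lactamase reporter cells expressing human S1P2 stimulated with S1P; 0% = agonist at EC80 alone and 100% = agonist plus reference antagonist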
Target sequence (O95136 whole entry, looked up): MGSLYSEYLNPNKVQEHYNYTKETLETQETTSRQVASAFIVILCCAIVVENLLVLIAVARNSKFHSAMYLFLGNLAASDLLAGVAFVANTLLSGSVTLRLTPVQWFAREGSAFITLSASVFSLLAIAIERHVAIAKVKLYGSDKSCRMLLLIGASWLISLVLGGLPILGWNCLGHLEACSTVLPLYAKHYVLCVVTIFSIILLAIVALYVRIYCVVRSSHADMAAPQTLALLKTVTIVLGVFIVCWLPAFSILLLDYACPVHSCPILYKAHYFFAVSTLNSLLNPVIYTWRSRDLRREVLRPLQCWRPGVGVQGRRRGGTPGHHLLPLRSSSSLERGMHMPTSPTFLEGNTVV
PostGolgi ctrl – inhibits growth of the yeast control strain; AID 738; actives 5% (n = 98,000); inhibition, % at 10 µM; efflux-deficient yeast background strain, growth absorbance A615, 16 h
LYP inh 2 – inhibitors of human LYP (PTPN22) phosphatase | recombinant LYP catalytic domain, DiFMUP fluorescence | Q9Y2R2 | inhibition, % at 2 µM | actives 0.21% (n = 96,000) | AID 640;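 active = inhibition at 2 µM at or above a set limit, the screen mean plus 3 SD, cut at about 24% in these data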;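 note: 0% = DMSO with enzyme and 100% = enzyme fully blocked by orthovanadate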
S1P2 agonist – activates the human S1P2 receptor; actives 0.46% (n = 97,000); S1P2-expressing cell line, agonist reporter read-out; AID 729; activation, % at 4.5 µM; O95136; in the data active = activation above about 16%;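 note: 0% = vehicle low control and 100% = maximal reference agonist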
PostGolgi yeast – growth inhibition of a yeast mutant, post-Golgi transport screen; inhibition, % at 10 µM; actives 0.9% (n = 98,000); post-Golgi transport phenotypic cell assay; AID 739;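 note: yeast cells grown in 1536-well plates; yeast grown about 18 h at 30C before absorbance read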
* = called active by the depositor; x = not tested or not shown; [ ] = dose if it differs, or a comment. Cut-off read from the data, not from the text of the source, unless noted: active = inhibition above about 30%; inactive = the rest.

SMILES	EphB4 antag	FAK blocker	PTPN22 act	HIV Rev-RRE inh	S1P2 antag	PostGolgi ctrl	LYP inh 2	S1P2 agonist	PostGolgi yeast
COc1ccccc1CNC(=O)C1CCN(S(=O)(=O)N2CC(C)CC(C)C2)CC1 (stereo not drawn)	-6	-4	11	0	-10	4	-13	-8	-11
CS(=O)(=O)N(Cc1ccc(C(=O)NC2CCCCC2O)cc1)c1ccccc1 (stereo not drawn)	3	-3	-1	5	11	5	-1	-3	-7
O=C(Nc1nncs1)c1cccc(S(=O)(=O)N2CCCC2)c1	-1	1	-9	5	2	12	5	-4	-14
Fc1ccccc1N1CCN(CCCNc2ccc3nncn3n2)CC1	3	0	-2	0	-2	-4	-1	-3	-2
Cc1cc(C(F)F)n2ncc(C(=O)O)c2n1	14	-9	5	9	6	-1	-1	-5	0
Cc1ccccc1OCC(=O)NCC(=O)N/N=C/C=C/c1ccccc1	-1	1	0	6	1	-7	3	-2	6
Cc1ccc(-n2ncc3c(=O)n(CC#N)cnc32)cc1C	-2	-3	-2	2	6	-3	-1	0	-5
CCOc1cc(-c2ccc(N)c(OCC)c2)ccc1N	1	0	-2	84*	-10	8	4	-3	16
CCCNS(=O)(=O)c1ccc(CCC(=O)NCc2ccc3c(c2)OCO3)cc1	-1	3	11	5	15	7	-14	-3	-14
Cc1ccc(CSc2nnnn2C)cc1	-5	-2	-2	2	18	4	-1	-5	1
CN(C(=O)c1ccncc1)C1CC(C)(C)N(O)C(C)(C)C1	-3	0	15	3	3	-4	-19	1	3
CCCCn1nc(NC(=O)c2cccs2)c2cc3cc(OC)ccc3nc21	0	9	-2	20	35	17	0	12	2
Cc1csc(N(C(=O)c2ccc(S(=O)(=O)N(C)C)cc2)c2ccccc2)n1	5	-1	2	0	-29	0	-2	0	1
CC(OC(=O)C1=COCCO1)C(=O)Nc1ccc(Oc2ccccc2)cc1 (stereo not drawn)	6	0	8	11	16	0	-5	-6	18
CCCS(=O)(=O)N1CCC(C(=O)NCc2ccccc2Cl)CC1	-9	-2	-11	1	-4	3	9	-1	-2
CCOc1ccc(NC(=O)Nc2nnc(CC)s2)cc1	-1	2	-2	14	10	9	4	-8	-5
Cc1ccc(CC(NC(=O)c2ccccc2)C(=O)N2CCCC2C(=O)O)cc1 (stereo not drawn)	0	4	1	3	-3	1	-6	-3	-3
CC(C)(C)c1ccc(C(=O)c2c[nH]c(C(=O)NCc3cccs3)c2)cc1	-9	3	-1	3	18	-1	5	-10	1
O=C(c1ccc(NS(=O)(=O)c2ccccc2)cc1)N1CCCC1	1	2	6	7	-3	5	-6	-3	11
CCN1CCN(C(=O)Cn2c(=O)sc3ccccc32)CC1	x	x	4	x	x	9	-6	x	10

HIV Rev-RRE inh, hit marks shown above
mol	EphB4 antag	FAK blocker	PTPN22 act	HIV Rev-RRE inh	S1P2 antag	PostGolgi ctrl	LYP inh 2	S1P2 agonist
CCOc1cc(-c2ccc(N)c(OCC)c2)ccc1N	1	0	-2	84*	-10	8	4	-3

Quoted at random: six records from the list, in no set order.
SMILES	EphB4 antag	FAK blocker	PTPN22 act	HIV Rev-RRE inh	S1P2 antag	PostGolgi ctrl	LYP inh 2	S1P2 agonist	PostGolgi yeast
CN(C(=O)c1ccncc1)C1CC(C)(C)N(O)C(C)(C)C1	-3	0	15	3	3	-4	-19	1	3
Fc1ccccc1N1CCN(CCCNc2ccc3nncn3n2)CC1	3	0	-2	0	-2	-4	-1	-3	-2
Cc1csc(N(C(=O)c2ccc(S(=O)(=O)N(C)C)cc2)c2ccccc2)n1	5	-1	2	0	-29	0	-2	0	1
CCCS(=O)(=O)N1CCC(C(=O)NCc2ccccc2Cl)CC1	-9	-2	-11	1	-4	3	9	-1	-2
CC(C)(C)c1ccc(C(=O)c2c[nH]c(C(=O)NCc3cccs3)c2)cc1	-9	3	-1	3	18	-1	5	-10	1
O=C(Nc1nncs1)c1cccc(S(=O)(=O)N2CCCC2)c1	-1	1	-9	5	2	12	5	-4	-14

Additional compounds follow.
SMILES	EphB4 antag	FAK blocker	PTPN22 act	HIV Rev-RRE inh	S1P2 antag	PostGolgi ctrl	LYP inh 2	S1P2 agonist	PostGolgi yeast
COc1ccc(C(=O)Nc2nnc(C(F)(F)F)s2)cc1	-1	-5	14	3	-8	42*	-15	-4	-3
Cc1cc(C)nc(NN2C(=O)/C(=C/c3ccccc3)SC2=S)n1	-5	-7	12	2	-8	8	-10	-6	6
Cc1csc(NC(=O)C2CCCN(S(=O)(=O)c3cnc[nH]3)C2)n1 (stereo not drawn)	5	4	-5	10	29	1	2	-3	-15
COc1ccc(CCNC(=O)c2cccnc2)cc1	2	-2	20	12	-5	19	-18	-3	-2
O=C1c2cnc3nc(SCc4ccccc4)nn3c2CC2c3ccccc3CCN12 (stereo not drawn)	-2	7	-14	9	-11	96*	19	2	68*
O=C(CNC(=O)c1ccco1)Nc1ccc(S(=O)(=O)N2CCCC2)cc1	1	0	-1	5	-9	5	0	-1	-7
CCOc1cc(N(CC)CC)ccc1/C=C(/C#N)c1nc2ccccc2[nH]1	-6	-3	-2	132*[fluorescence artefact?]	6	50*	4	12	12
CCOc1cccc(N2C(=O)CC(N3CCN(c4nc5ccccc5s4)CC3)C2=O)c1 (stereo not drawn)	10	-3	-5	11	8	12	4	-4	12
C[N+](C)(C)C/C=C1/COCO1	1	0	-1	4	6	0	0	-8	-1
Cc1nn(CC(=O)Nc2ccc3c(c2)nc(CN2CCCCC2)n3C)c(=O)c2ccccc12	-8	4	2	3	-2	10	-7	-6	5
c1ccc(CSCc2cn3ccsc3n2)cc1	-2	-2	2	1	-12	14	-5	0	-5
COC(=O)c1ccc(C2Nc3ccc(/C(C)=N/NC(=O)C(OC)c4ccccc4)cc3C3C=CCC32)cc1 (stereo not drawn)	-8	-2	4	0	-17	-3	-1	-5	7
COc1cccc(CNCCc2c[nH]c3ccccc23)c1OCc1ccc(F)cc1	-1	1	-7	6	8	81*	7	-4	93*
COc1ccc(NC(=O)C2CCCN(C(=O)NC3CCCCC3)C2)cc1OC (stereo not drawn)	-3	-2	2	-1	5	0	-3	-2	1
C=CCNC(=S)Nc1cccc2ccccc12	7	7	2	4	1	-1	3	-6	-3
CNC(=O)COC(=O)c1cc(NC(=O)c2ccco2)c(OC)c(OC)c1	-4	-2	8	5	-3	5	-5	2	13
Clc1cccc(-c2nnc(-c3ccccc3)o2)c1	1	6	-3	2	1	-7	6	-2	1
N#Cc1cnn(Cc2ccc(Cl)cc2)c1N	2	-1	1	10	-6	-3	-1	-5	14
COc1ccc(C)cc1N(C(=O)CNC(=O)c1ccco1)C(C(=O)NC1CCCC1)c1cccnc1 (stereo not drawn)	-3	-2	3	4	25	-6	-6	-5	15
COc1ccc(-c2cc(C(F)F)n3ncc(C(=O)NCC4CCCO4)c3n2)cc1 (stereo not drawn)	-4	2	-9	6	-36	20	6	3	7

Gathered by group: those above with an aryl thioether with sulfur outside any ring (two)
SMILES	EphB4 antag	FAK blocker	PTPN22 act	HIV Rev-RRE inh	S1P2 antag	PostGolgi ctrl	LYP inh 2	S1P2 agonist	PostGolgi yeast
Cc1ccc(CSc2nnnn2C)cc1	-5	-2	-2	2	18	4	-1	-5	1
O=C1c2cnc3nc(SCc4ccccc4)nn3c2CC2c3ccccc3CCN12 (stereo not drawn)	-2	7	-14	9	-11	96*	19	2	68*

Going on with the list.
SMILES	EphB4 antag	FAK blocker	PTPN22 act	HIV Rev-RRE inh	S1P2 antag	PostGolgi ctrl	LYP inh 2	S1P2 agonist	PostGolgi yeast
COCCn1c(SCC(=O)N2CCCc3ccccc32)nc2c(c1=O)SC(C)C2 (stereo not drawn)	0	5	6	5	-5	14	-9	-2	8
COc1ccc(-c2nc3n(c(=O)c2C#N)CCCS3)cc1	5	-1	9	10	2	2	-9	-3	3
Cc1ccc(-c2nn(CCC(=O)O)cc2CCC(=O)O)cc1	-1	0	-10	6	15	0	11	-7	-2
CC(C)c1nnc(NC(=O)CCC(=O)Nc2ccc(F)cc2)s1	-2	-1	21	5	8	-8	-21	-3	-1
CCN(CC)S(=O)(=O)c1cccc(C(=O)OCc2cc(=O)n3nc(C)sc3n2)c1	4	0	1	7	12	3	-4	-5	7
O=C(Nc1ccc(S(=O)(=O)N2CCc3ccccc32)cc1)c1ccc2c(c1)OCO2	0	8	6	0	4	37*	-12	-3	-9
Cc1ccccc1S(=O)(=O)Cc1ccc(C(=O)NCCCN2CCN(C)CC2)o1	0	1	14	2	11	15	-16	-5	0
CCN(CC)S(=O)(=O)c1ccc(C(=O)Nc2cccc(C)c2)cc1	1	0	7	9	-1	7	-8	-3	-4
CCC(=O)Nc1ccc(NC(=O)CSc2nc3cc4c(cc3cc2C)CCC4)cc1	6	3	-14	-1	5	-1	17	1	2
O=c1c2c3c(sc2nc2sc(CN4CCOCC4)cn12)CCCC3	-5	1	9	2	-21	3	-5	-6	0
CSc1nnc([C@H](C)NC(=O)OC(C)(C)C)o1	-6	1	2	6	4	10	-3	-6	-3
C=C(C)c1cccc(C(C)(C)NC(=O)Nc2cc(C)ccc2OC)c1	-1	2	-2	10	7	-4	2	-8	-8
COc1cccc(Nc2c(F)c(OC)c(F)c(F)c2C(=O)O)c1	-3	-6	4	1	4	-1	-6	-2	-3

5 structures from above, sorted by heavy-atom count, rising:
SMILES	EphB4 antag	FAK blocker	PTPN22 act	HIV Rev-RRE inh	S1P2 antag	PostGolgi ctrl	LYP inh 2	S1P2 agonist	PostGolgi yeast
CSc1nnc([C@H](C)NC(=O)OC(C)(C)C)o1	-6	1	2	6	4	10	-3	-6	-3
COc1ccc(-c2nc3n(c(=O)c2C#N)CCCS3)cc1	5	-1	9	10	2	2	-9	-3	3
CCN(CC)S(=O)(=O)c1ccc(C(=O)Nc2cccc(C)c2)cc1	1	0	7	9	-1	7	-8	-3	-4
CCN(CC)S(=O)(=O)c1cccc(C(=O)OCc2cc(=O)n3nc(C)sc3n2)c1	4	0	1	7	12	3	-4	-5	7
O=C(Nc1ccc(S(=O)(=O)N2CCc3ccccc32)cc1)c1ccc2c(c1)OCO2	0	8	6	0	4	37*	-12	-3	-9
